# Compound activity from PubChem BioAssay.
# PvdQ acylase: blocks Pseudomonas aeruginosa PvdQ acylase activity | purified PvdQ acylase, fluorescence plate reader | inhibition, % at 10 µM | 340,000 tested, 0.063% active; in the data active means inhibition above about 30%, passing the limit was not always enough; inconclusive means no clear call, values can overlap the other calls;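 further: 0% = vehicle neutral wells and 100% = reference inhibitor wells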
# Cardiac RTF inh: cardiac RTF calcium desensitization. IANBD-labeled cardiac RTF, Ca2+ fluorescence. inhibition, % at 7.15 µM. 340,000 tested, 0.12% active;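 active means inhibition above the mean inhibition of all tested compounds plus 3 SD, cut at about 17% in these data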;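 further: assay run at fixed EC70 calcium of 1.6 mM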
# Keap1 Nrf2 FP: disrupts human Keap1 binding to Nrf2 peptide | inhibition, % at 9.4 µM | Q14145 | 340,000 tested, 0.15% active | Keap1 Kelch-Nrf2 peptide fluorescence polarization, 1536-well; in the data active means inhibition above about 12%; inconclusive means no clear call, values can overlap the other calls; inactive means below about 7.3%;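 further: human Keap1 Kelch domain with fluorescein labeled Nrf2 9mer peptide probe; 0% = neutral control wells and 100% = peptide positive control; higher means more block of Keap1 binding to Nrf2 peptide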
# CDK5 p35 inh: inhibitors of human CDK5/p35 kinase | AID 488839 | Q00535+Q15078 | 330,000 tested, 0.01% active | inhibition, % at 10 µM | Recombinant CDK5/p35, ADP-Glo luminescence, 60 min;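 active means highest replicate inhibition of at least 50% and at least 75% of replicates reaching 50%; inconclusive means only one of the two criteria met; inactive means both criteria failed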;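 further: plate controls were DMSO neutral control for no effect and GW8510 at 10 µM for full effect; many of its hits are not listed in these tables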
# Target sequence (Q00535 whole entry, looked up): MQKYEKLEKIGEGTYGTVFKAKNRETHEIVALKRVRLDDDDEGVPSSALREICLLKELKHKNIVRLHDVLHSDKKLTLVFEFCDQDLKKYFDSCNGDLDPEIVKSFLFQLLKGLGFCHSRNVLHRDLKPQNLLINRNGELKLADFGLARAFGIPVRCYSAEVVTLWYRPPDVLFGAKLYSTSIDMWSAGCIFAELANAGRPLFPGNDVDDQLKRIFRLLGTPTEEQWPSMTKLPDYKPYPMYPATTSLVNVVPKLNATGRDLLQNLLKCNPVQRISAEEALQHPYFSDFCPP
# Target sequence (Q15078 whole entry, looked up): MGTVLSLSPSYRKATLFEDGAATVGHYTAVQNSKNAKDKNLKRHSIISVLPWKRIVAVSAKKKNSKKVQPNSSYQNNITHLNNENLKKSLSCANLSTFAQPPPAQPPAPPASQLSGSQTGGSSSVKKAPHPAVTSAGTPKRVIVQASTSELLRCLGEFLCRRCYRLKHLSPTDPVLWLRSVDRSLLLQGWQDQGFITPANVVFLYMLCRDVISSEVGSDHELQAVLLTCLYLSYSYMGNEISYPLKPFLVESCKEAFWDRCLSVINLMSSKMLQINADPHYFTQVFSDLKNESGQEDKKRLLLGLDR
# Mot1-301 SUMO: blocks SUMOylation pathway, rescuing yeast Mot1-301 growth | S. cerevisiae Mot1-301 growth rescue, ATP luminescence, 38.5C; percent above DMSO median, 100 means doubled | growth rescue, % at 18.8 µM | 320,000 tested, 1% active | AID 2716;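 active means every valid replicate shows activation above 250% relative to neutral control wells; inactive means the rest, any valid replicate at or below 250%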;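 further: OY570 slx delta 5 strain wells were the positive control but not used for scaling; some compounds called inactive have numbers as strong as hits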
# dFosB act: enhances mouse delta FosB homodimer DNA binding; P13346; 340,000 tested, 0.99% active; AID 493131; purified delta FosB, TAMRA-CDK5 oligo fluorescence polarization; percent of positive-control signal above neutral wells; activation, % at 25 µM;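 active means mean activation above about 17%, with every replicate also reaching it, limit read from the data, passing the limit was not always enough; inconclusive means only one of the two conditions met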;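 further: fluorescence polarization rise as delta FosB binds a TAMRA Cdk5 AP-1 oligo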
# Target sequence (P13346 whole entry, looked up): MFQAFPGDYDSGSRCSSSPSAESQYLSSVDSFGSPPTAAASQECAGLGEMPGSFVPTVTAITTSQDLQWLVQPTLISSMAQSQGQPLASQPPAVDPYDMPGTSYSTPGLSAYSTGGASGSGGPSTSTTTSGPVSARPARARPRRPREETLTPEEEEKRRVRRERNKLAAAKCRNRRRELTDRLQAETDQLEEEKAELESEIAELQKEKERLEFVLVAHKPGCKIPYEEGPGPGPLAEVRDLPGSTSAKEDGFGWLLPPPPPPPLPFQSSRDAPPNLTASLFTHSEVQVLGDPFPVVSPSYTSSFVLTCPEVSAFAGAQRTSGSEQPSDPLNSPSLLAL
# cardiac RTF act: increases calcium sensitivity of human cardiac regulated thin filaments; P19429+P45379; IANBD-labeled TnC RTF fluorescence at EC20 calcium; 0% EC20 calcium, 100% full calcium; activation, % at 7.2 µM; 340,000 tested, 0.24% active;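 active means activation above the mean over all tested compounds plus 3 SD, cut at about 30% in these data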;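 further: rise in fluorescence read as greater calcium sensitivity of cardiac thin filaments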
# NSD2 inh: inhibitors of human histone methyltransferase NSD2 | NSD2 peptide methylation, AlphaScreen, 120 min | inhibition, % at 12.5 µM | 310,000 tested, 0.54% active | AID 743445; in the data active means inhibition above about 50%
# PfHsp90 set2: inhibits growth of yeast expressing Plasmodium falciparum Hsp90; S. cerevisiae expressing PfHsp90, BacTiter-Glo ATP, 48 h; yeast lacking PDR1 and PDR3 efflux regulators; inhibition, % at 9.4 µM; AID 504621; 310,000 tested, 0.32% active;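 active means every replicate shows inhibition above about 80%, whatever the replicate mean, limit read from the data; inconclusive means mean inhibition reaches the set limit but some replicate falls short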;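 further: 0% = DMSO neutral controls and 100% = 20 µM radicicol positive controls; yeast relying on Plasmodium falciparum Hsp90 in place of its own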
# Rtt109 Vps75: C. albicans Rtt109 histone acetyltransferase inhibition. AID 540336. purified Rtt109/Vps75, ThioGlo CoA-SH fluorescence, 4 h. 330,000 tested, 0.16% active. inhibition, % at 34.9 µM. Q5AAJ8;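 active means inhibition of at least 50% in every replicate; inconclusive means best replicate reaches 50% inhibition but some replicates fall short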
# C-LANA FP: inhibitors of KSHV LANA C-terminal domain DNA binding. inhibition, % at 9 µM. MBP-C-LANA/FAM-LBS DNA binding, fluorescence polarization. 340,000 tested, 0.078% active;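 active means highest replicate inhibition at or above 60% at 9 µM, even if other replicates fall short; inactive means all replicates below 60% inhibition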;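 further: 0% = neutral control wells and 100% = 4 µM acridine orange control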
# Active calls of the source: *; u = inconclusive; x = not tested or not shown.
# Each structure is followed by: NSD2 inh	Keap1 Nrf2 FP	PvdQ acylase	Mot1-301 SUMO	C-LANA FP	cardiac RTF act	PfHsp90 set2	CDK5 p35 inh	Rtt109 Vps75	dFosB act	Cardiac RTF inh
1) C=CCOc1ccccc1CN1CCC(C(=O)Nc2cccc(-c3ccn[nH]3)c2)CC1
→ 5	-2	-8	-11	-0.4	-4	15	1.5	-3	-8	5
2) CC1CC(C)CN(C(=O)COC(=O)c2cc3ccccc3oc2=O)C1 (centres undefined)
→ 1	1	2	-24	0.7	2	x	0.2	0	8	4
3) CCC(C)NC(=O)c1ccc(NS(=O)(=O)c2ccc3[nH]c(=O)[nH]c3c2)cc1 (centres undefined)
→ -2	-1	-7	75	-0.2	-4	-7	0.0	-7	-6	-6
4) NC(CO)(CO)COCc1ccccc1
→ -6	-3	-12	-12	-0.9	-2	10	-0.3	1	0	-1
5) O=C(CSc1ccc(-c2cccnc2)nn1)N1CCCCC1
→ -1	2	5	-11	0.0	-3	8	-0.5	25	-5	-2
6) CCOC(=O)C1=C(C)N=c2s/c(=C\c3ccc(OCC(=O)O)cc3)c(=O)n2C1c1ccc(Cl)cc1 (centres undefined)
→ 2	-12	-19	-23	34	15	-43	2.1	-1	-20	-9
7) CCCC1(CCC)NC(=O)N(CC(=O)Nc2ccc3c(c2)OCCO3)C1=O
→ -1	2	-3	-39	-1.9	-5	0	-3.0	0	-8	-6
8) CCN(CC)S(=O)(=O)c1cc([N+](=O)[O-])ccc1N1CCC(C(N)=O)CC1
→ 2	-5	-9	96	0.1	-4	24	-0.3	-1	2	-1
9) Cc1cc([N+](=O)[O-])nn1CC(=O)NCc1ccc(Cl)cc1
→ -2	5	3	6	1.3	-13	18	0.3	0	1	-3
10) CC1=C(C(=O)OCc2ccccc2)C(c2ccsc2)NC(=O)N1C (centres undefined)
→ 0	1	12	6	-0.5	-2	-2	1.2	17	-13	9
11) COc1ccc(NC(=O)COC(=O)CCc2ccc(S(=O)(=O)N3CCOCC3)cc2)cc1Cl
→ -2	5	0	-5	3.9	-2	-1	-1.6	12	-1	-7
12) CCC(C)NC(=O)CS(=O)(=O)Cc1nc(-c2cccc(OC)c2)oc1C (centres undefined)
→ x	-3	-17	-17	-0.3	4	-5	-0.9	-5	-1	0
13) Clc1ccc(Nc2ncnc3c2cnn3-c2ccccc2)cc1
→ x	-4	-17	23	-0.5	3	-14	-3.3	-24	-2	-3
14) Cn1c(=O)n(Cc2ccccc2)c(=O)c2c1nc1n2CCCN1C1CCCCC1
→ 5	-2	3	-4	0.5	0	-65	-1.5	0	-7	-6
15) CN(Cc1ccccc1)C(=O)C(C(=O)c1ccc(F)cc1)n1cc(Cl)ccc1=O (centres undefined)
→ 6	-4	-9	13	-0.8	5	38	-1.9	0	-3	-5
16) O=C(O)C1Cc2ccccc2CN1C(=O)COc1ccc(Br)cc1 (centres undefined)
→ 5	-1	-11	-23	-0.8	1	-35	-2.3	-16	-8	-4
17) CC(C)(C)c1cc(CCC(=O)NN)cc(C(C)(C)C)c1O
→ 1	1	1	23	-1.7	3	x	0.9	11	-5	-6
18) CCN(CC)S(=O)(=O)c1ccc(N2CCCC2)c(NC(=O)C2CCCCC2)c1
→ 0	-2	-10	222	0.8	2	20	1.5	5	-6	6
19) Cc1ccc(NC(=O)NC2CCCCCCC2)c(C)c1
→ 1	-2	-18	17	0.0	-3	4	1.2	-1	0	1
20) COc1ccc(CC2S/C(=C(\C#N)C(=O)NCc3ccco3)N(c3ccc(C)cc3)C2=O)cc1 (centres undefined)
→ 1	-5	-10	61	0.7	-6	-2	-0.3	2	16	-7
21) CCn1ncc(NC(=S)Nc2ccc(OC)c(OC)c2)c1C(N)=O
→ 1	-3	-3	3	-1.3	5	-12	-0.7	7	-7	1
22) O=C1OCCC1Sc1nnc(-c2cccnc2)n1-c1ccccc1F (centres undefined)
→ -3	1	-2	4	0.6	x	-1	0.7	3	1	x
23) CCC(C)NC(=O)Cn1c(=O)n(-c2ccccc2)c(=O)c2ccc(C(=O)NCc3ccco3)cc21 (centres undefined)
→ -4	-2	-9	30	-1.0	3	x	-1.6	-10	5	-13
24) O=C(/C=C/c1ccc(O)cc1)OCc1occc(=O)c1O[C@@H]1OC(CO)[C@@H](O)[C@H](O)[C@@H]1O (some centres undefined)
→ x	-1	3	-1	2.3	-4	5	-1.4	11	-2	-16
25) OCCNCc1c(OCc2ccc(Cl)cc2)ccc2ccccc12
→ 3	-4	-14	-5	-1.8	-5	-8	0.6	7	-4	4
26) COc1ccc(C(c2c(NC(=O)c3ccccc3)sc(C)c2C)N2CCN(CCO)CC2)cc1 (centres undefined)
→ 0	0	-7	-6	-2.7	-4	-10	2.5	14	-3	-12
27) Cc1cc(SCC#N)n2nc(C)c(-c3ccc(Cl)cc3)c2n1
→ 1	2	-5	-18	0.1	-6	-10	-0.4	-14	-4	2
28) CNS(=O)(=O)c1cccc(C(=O)OCc2cc(Cl)cc3c2OCOC3)c1
→ 0	2	4	10	0.1	3	x	-0.8	11	-9	-4
29) CC(=O)OC(C)(C)/C=C/C(=O)[C@](C)(O)C1[C@H](O)C[C@@]2(C)C3CC=C4C(C=C(O[C@@H]5O[C@H](CO)[C@@H](O)[C@H](O)[C@H]5O)C(=O)C4(C)C)[C@]3(C)C(=O)C[C@]12C (some centres undefined)
→ x	-58	4	-13	-1.0	3	8	0.1	-24	-4	-33
30) Cc1ccc2c(Cl)c(C(=O)NCC3CCCO3)sc2c1 (centres undefined)
→ -2	0	-6	24	0.3	3	-15	-0.6	-10	-3	3
31) COc1ccc(COC(=O)c2cc([N+](=O)[O-])ccc2N2CCOCC2)cc1F
→ 0	-3	-10	-3	1.3	-2	-6	-0.8	4	-2	4
32) O=C(CSc1nnc(CCCO)n1-c1ccccc1)NCCc1ccccc1
→ 6	-2	-4	8	1.6	-1	-5	-0.9	-2	3	-7
33) N#C/C(=C\Nc1ccccc1SC(F)(F)F)c1nc(-c2ccccc2)cs1
→ -3	-5	-13	9	0.9	-4	-10	-2.9	x	0	-7
34) CC(NS(=O)(=O)c1ccccc1)C(c1cccs1)N1CCOCC1 (centres undefined)
→ x	0	2	-5	-1.2	-5	2	-3.1	-3	2	-10
35) Nc1ccccc1S(=O)(=O)NCCCCc1ccccc1
→ -2	-4	-9	468	-0.5	13	5	1.4	3	-7	-7
36) CCOc1ccccc1N(CC(=O)Nc1ccccc1C(=O)O)S(C)(=O)=O
→ 0	-3	-8	9	-1.9	8	x	-0.2	-5	-3	12
37) CCOc1c(C)cnc2c1c(=O)n(Cc1ccccc1F)c(=O)n2C
→ 10	-6	-8	-10	-1.5	0	12	-1.1	-11	-1	-3
38) CC(C)NC(=O)c1ccc(-c2ccc(Cl)c(C(F)(F)F)c2)o1
→ -1	-6	-15	516	0.2	6	15	-4.9	-8	-3	-1
39) Cc1cc(C(=O)C(C(c2ccccc2)N2CCOCC2)N2CCOCC2)ccc1Cl (centres undefined)
→ x	-5	8	x	-1.6	-1	14	1.0	1	-8	1
40) COc1ccccc1C(=O)CSc1ccccn1
→ 0	-2	-4	-4	0.0	-4	-21	2.0	-11	2	8
41) COc1ccc(OCCn2cnc3ccccc32)cc1
→ 2	6	8	-3	-0.2	1	1	0.4	-9	3	0
42) CCOc1ccc(N2C(N)=NC(N)=NC2(C)C)cc1
→ 14	4	-12	-14	-0.7	-1	26	0.8	1	1	-3
43) S=c1[nH]nc(-c2ccccc2)n1/N=C/c1cccc(Cl)c1
→ 2	2	-6	0	-0.3	-8	-12	2.1	3	-4	-6
44) COc1ccc2[nH]c3c(c2c1)CCN1C(=O)C(CC(=O)NCc2cccc(C(F)(F)F)c2)C[C@H](C(=O)N(C(C)C)C(C)C)[C@@]31C (some centres undefined)
→ x	2	-1	x	-1.0	-3	0	-0.1	6	-5	-7
45) COc1ccc(OC)c(/C=C/C(=O)OCC(=O)NCc2cccs2)c1
→ -1	0	-5	13	-0.6	-3	x	0.7	5	-2	3
46) O=C(CCO)c1ccc(O)cc1
→ x	-2	8	5	58	4	18	2.0	4	-10	0
47) COCCNC(=O)CCSCc1ccccc1F
→ -4	-5	0	59	-0.2	0	-2	0.3	4	-7	10
48) Cc1cc(C(=O)O)ccc1NCc1ccncc1
→ 0	2	3	20	-4.1	-9	6	0.2	7	-5	-8
49) Cn1cccc1Cc1nnc(SCC(=O)NCc2ccco2)n1-c1ccc(F)cc1
→ 3	1	1	-5	-3.2	4	x	-0.1	0	-12	-5
50) Clc1ccccc1-c1cc(COc2ccc3ccccc3c2)no1
→ 2	-5	3	-10	-0.4	-5	-3	1.1	-10	-11	2

# (more compounds)
# Each structure is followed by: NSD2 inh	Keap1 Nrf2 FP	PvdQ acylase	Mot1-301 SUMO	C-LANA FP	cardiac RTF act	PfHsp90 set2	CDK5 p35 inh	Rtt109 Vps75	dFosB act	Cardiac RTF inh
51) O=C(O)CSc1c2c(nc3cc(C(=O)Nc4cccc(C(F)(F)F)c4)ccc13)CCCC2
→ -2	-4	-5	1	-0.8	1	-5	-0.5	-7	-6	3
52) CC(C)C[C@@H](CN1CCCC1CN1C(=S)NC[C@@H]1Cc1ccc(O)cc1)N1C[C@H](Cc2ccccc2)N(CCc2ccccc2)C1=S (some centres undefined)
→ x	-2	-5	x	0.5	-8	-2	-0.7	18	61*	-7
53) O=C(NC(=S)NCc1cccnc1)c1ccccc1
→ 10	2	2	-2	0.6	1	-18	0.1	-2	-3	-13
54) CCOC(=O)c1oc2ccccc2c1COC(=O)C(C)NC(=O)c1ccco1 (centres undefined)
→ -7	2	-5	10	-0.4	-5	x	0.7	-6	-14	-8
55) Cc1c(-c2n[nH]c(=S)n2-c2ccc(C(F)(F)F)cc2)nnn1-c1ccccc1
→ 5	2	1	5	1.4	-6	18	1.0	-9	-5	-9
56) CC(=O)Oc1ccc(C2=Cc3ccc(OC(C)=O)cc3OC2C)cc1 (centres undefined)
→ 0	-8	-15	x	-1.4	-4	-26	0.1	10	-3	0
57) CCCCN1CCc2c([nH]c3c(C)cccc23)C1=O
→ x	-2	-9	0	-0.3	-5	46	1.2	-4	1	5
58) CCOC(=O)C1(CCCc2ccccc2)CCN(C(=O)CN2CCOC2=O)CC1
→ -28	2	-6	-5	0.1	-9	1	-0.1	-5	-4	-9
59) Cn1ncc(Br)c1N1C(=O)CCC1=O
→ -2	-2	-4	-4	-1.0	x	-32	0.5	3	1	x
60) CCOC(=O)c1nsnc1NCCSC(=N)N
→ x	2	-12	9	-0.1	2	x	0.8	-6	-2	-8
61) NNC(=O)c1cc(-c2cccs2)nc2ccccc12
→ -1	-7	-17	-1	0.9	1	15	-2.9	-12	-12	-1
62) COc1cc2c(cc1OC)-c1cc(Nc3ccc(C(=O)O)cc3)nc(=O)n1CC2
→ 2	0	3	10	-1.7	0	-1	1.0	10	u	1
